Screening results as filed in PubChem BioAssay.
SKN-1 block – C. elegans SKN-1 inhibition; 360,000 compounds, 0.49% hits; AID 624304; inhibition, % at 21.8 µM; C. elegans VP596 Pgst-4::GFP/RFP ratio, acrylamide-induced, 24 h;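 active = interference check ratio from 0.5 to 1.5 plus GFP to RFP signal ratio inhibition reaching or exceeding a fixed threshold, cut at about 30% in these data, passing the limit was not always enough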; note: some compounds called inactive have numbers as strong as hits
MT1-MMP act inh – blocks activation of human MT1-MMP; P50281; HT1080 RFP-PRO-GFP cells, GFP/RFP ratio fluorescence, overnight; percent of plate control window, DMSO zero; GFP/RFP ratio change, % at 20 µM; 360,000 compounds, 0.061% hits; AID 651647;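 active = GFP/RFP ratio change of at least 30% with cell ATP level not reduced by more than half and red fluorescence within 50% of control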; note: strong numbers were not always called active
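Assay system: HT1080 RFP-PRO-GFP cells | Dosing: 20 µM single dose, 1% DMSO | Incubation: Cells overnight before dosing, compound overnight, 37 °C, 5% CO2 | Evaluation: GFP/RFP fluorescence ratio | Control set: DMSO-only wells and HT1080 RFP-L50D-GFP cell wells as references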
CendR NRP1 mod – alters CendR peptide binding to human NRP-1; O14786; FAM-RPARPAR peptide binding to NRP-1, fluorescence polarization; 360,000 compounds, 0.85% hits; AID 602438; inhibition, % at 25 µM;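 active = inhibition or corrected inhibition above about 18%, plus a signal ratio from 0.5 to 1.5, limit read from the data, passing the limit was not always enough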; note: strong numbers were not always called active
Target sequence (O14786 whole entry, looked up): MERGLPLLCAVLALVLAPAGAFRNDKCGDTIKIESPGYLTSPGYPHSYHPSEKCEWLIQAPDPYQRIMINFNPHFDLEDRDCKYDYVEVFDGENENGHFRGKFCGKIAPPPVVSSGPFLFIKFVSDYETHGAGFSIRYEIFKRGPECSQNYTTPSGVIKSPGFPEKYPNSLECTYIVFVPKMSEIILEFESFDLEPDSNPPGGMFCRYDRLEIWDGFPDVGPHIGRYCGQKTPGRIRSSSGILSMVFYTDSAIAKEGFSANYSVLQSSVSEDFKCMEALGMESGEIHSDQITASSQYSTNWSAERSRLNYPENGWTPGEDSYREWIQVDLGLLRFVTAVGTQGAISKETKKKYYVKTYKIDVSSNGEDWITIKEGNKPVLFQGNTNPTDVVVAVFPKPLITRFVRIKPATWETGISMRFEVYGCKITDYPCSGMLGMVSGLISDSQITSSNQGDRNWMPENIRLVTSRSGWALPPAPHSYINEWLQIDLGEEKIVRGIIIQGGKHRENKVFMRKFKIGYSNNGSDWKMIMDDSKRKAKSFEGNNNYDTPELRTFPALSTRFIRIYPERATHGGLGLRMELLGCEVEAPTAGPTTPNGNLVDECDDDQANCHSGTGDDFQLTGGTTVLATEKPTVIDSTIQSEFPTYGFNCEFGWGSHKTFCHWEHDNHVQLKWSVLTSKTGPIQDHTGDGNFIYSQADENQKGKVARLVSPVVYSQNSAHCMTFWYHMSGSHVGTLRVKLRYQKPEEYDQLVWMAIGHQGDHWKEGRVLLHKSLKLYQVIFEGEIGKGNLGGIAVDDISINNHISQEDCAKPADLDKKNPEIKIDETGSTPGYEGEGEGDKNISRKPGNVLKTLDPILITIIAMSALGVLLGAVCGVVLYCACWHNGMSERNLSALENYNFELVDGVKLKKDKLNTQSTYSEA
PABP1 MLLE inh – blocks PAM2 peptide binding to the PABP1 MLLE domain. 360,000 compounds, 0.36% hits. inhibition, % at 20 µM. GST-MLLE / FITC-PAM2 fluorescence polarization. AID 588489; in the data active = inhibition above about 35%, passing the limit was not always enough;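 note: plate controls were DMSO wells with GST-MLLE for no effect and wells lacking GST-MLLE protein for full effect; some results filed as inactive read as strong as hits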
MsrA inhibitor – inhibits bovine methionine sulfoxide reductase A. purified bovine MsrA, absorbance read-out. inhibition, % at 15.5 µM. 360,000 compounds, 0.75% hits. AID 651718; in the data active = inhibition above about 4.5%;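 note: 0% = vehicle wells with enzyme and 100% = reference inhibitor wells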
FAS TE block – inhibitors of human fatty acid synthase thioesterase domain | P49327 | recombinant FAS-TE, OMFH fluorogenic substrate, fluorescence endpoint | inhibition, % at 15 µM | 360,000 compounds, 0.67% hits | AID 602261;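 active = compounds whose normalised, plate-corrected inhibition of enzyme fluorescence in the single-dose primary screen is 50% or more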;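 note: 0% = DMSO with enzyme and 100% = substrate without enzyme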
E coli Lon inh – inhibits E. coli Lon protease; P0A9M0; purified E. coli Lon protease, fluorescence polarization; inhibition, % at 7.94 µM; 360,000 compounds, 0.42% hits; AID 602123; in the data active = inhibition above about 13%, passing the limit was not always enough;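 note: 0% = enzyme with probe and DMSO and 100% = no enzyme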
bovine MsrA act – bovine methionine sulfoxide reductase A activation. purified bovine MsrA, absorbance read-out. activation, % at 10.6 µM. 360,000 compounds, 0.3% hits; in the data active = activation above about 7.5%;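 note: 0% = vehicle and 100% = reference activator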
Tb MetRS inh – Trypanosoma brucei MetRS inhibition; purified T. brucei MetRS, ATP depletion, Kinase-Glo luminescence; inhibition, % at 11.9 µM; 360,000 compounds, 0.4% hits; AID 624268;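 active = inhibition above a per-plate cutoff of the control wells' mean inhibition plus 3 SD, cut at about 5.5% in these data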;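 note: 0% = DMSO wells median and 100% = median of wells with control inhibitor compound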
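System: purified T. brucei MetRS enzyme / Detection: Kinase-Glo luciferase luminescence reporting remaining unconsumed ATP / Medium: HEPES buffer with MgCl2, KCl, DTT, spermine, BSA, pyrophosphatase / Replication: singlicate, one well per compound / Evaluation: percent inhibition relative to median high and low control wells / Schedule: 2 h aminoacylation at 25 °C after 15 min preincubation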
Numbers without * were called inactive; . = not tested or not shown. Compounds were not picked by outcome (roughly 4% active in at least one column).

SMILES | SKN-1 block | MT1-MMP act inh | CendR NRP1 mod | PABP1 MLLE inh | MsrA inhibitor | FAS TE block | E coli Lon inh | bovine MsrA act | Tb MetRS inh
CCc1nc(SCC(=O)Nc2ccc(C(=O)O)cc2)n[nH]1 | -5 | 2 | 3 | 29 | 0.5 | -7 | 4 | 0 | -0.4
COc1nccnc1NS(=O)(=O)c1ccc(NC(=O)c2ccc(F)cc2)cc1 | -16 | -3 | 7 | 19 | 0.2 | -5 | 2 | -4 | 0.4
CCOc1ccc(CNC(=O)CCCC(=O)n2ncc3cc(C)ccc32)cc1 | 4 | -4 | -7 | 9 | 0.9 | -2 | 1 | -1 | 0.4
Fc1ccc(-c2noc(-c3ccc4c(c3)CCO4)n2)cc1 | -7 | 1 | 0 | -2 | 1.0 | 5 | 3 | -2 | -0.4
CCCCCCOC(=O)C(C#N)c1nc2ccccc2nc1N1CCN(C)CC1 (stereo unspecified) | 1 | -16 | -13 | -19 | -0.6 | 16 | -5 | 1 | -0.9
C[C@@H](C(=O)N1CCN(C(=O)OC(C)(C)C)CC1)n1cc(CCCN=C(NC(=O)OC(C)(C)C)NC(=O)OC(C)(C)C)nn1 | 21 | 0 | 0 | -12 | -0.5 | 0 | 1 | 1 | -0.2
CCOC(=O)Cc1cnc(NC(=O)CSc2nc(C)c(CC)c(=O)[nH]2)s1 | 12 | 4 | -2 | -6 | -0.1 | -7 | 1 | -5 | -0.3
CCOc1ccccc1NC(=O)CSc1nnnn1Cc1ccccc1 | 18 | 1 | 8 | 14 | -0.9 | 10 | 8 | 0 | 1.0
CCOC(=O)c1c(-c2cccc(N)c2)cn2ccccc12 | 0 | -2 | 4 | -7 | 0.7 | -4 | -2 | -8 | -0.6
CCCCOC(=O)Nc1cc(C)c(Cl)cc1OC | 0 | -15 | -3 | 1 | 0.2 | 9 | 34* | -12 | -2.8
Cc1c(Nc2ncccc2C(=O)O)cccc1C(F)(F)F | 0 | 4 | -4 | -7 | 0.9 | 2 | -6 | 6 | -0.6
COc1ccc(Nc2nc(NC(C)(C)C)nc(N3CCOCC3)n2)c(OC)c1 | 2 | -4 | 7 | 3 | -0.7 | 16 | 2 | -10 | -0.9

Four entries from above in a different format.
CCCCOC(=O)Nc1cc(C)c(Cl)cc1OC
  SKN-1 block = 0; MT1-MMP act inh = -15; CendR NRP1 mod = -3; PABP1 MLLE inh = 1; MsrA inhibitor = 0.2; FAS TE block = 9; E coli Lon inh = 34*; bovine MsrA act = -12; Tb MetRS inh = -2.8

Cc1c(Nc2ncccc2C(=O)O)cccc1C(F)(F)F
  SKN-1 block = 0; MT1-MMP act inh = 4; CendR NRP1 mod = -4; PABP1 MLLE inh = -7; MsrA inhibitor = 0.9; FAS TE block = 2; E coli Lon inh = -6; bovine MsrA act = 6; Tb MetRS inh = -0.6

C[C@@H](C(=O)N1CCN(C(=O)OC(C)(C)C)CC1)n1cc(CCCN=C(NC(=O)OC(C)(C)C)NC(=O)OC(C)(C)C)nn1
  SKN-1 block = 21; MT1-MMP act inh = 0; CendR NRP1 mod = 0; PABP1 MLLE inh = -12; MsrA inhibitor = -0.5; FAS TE block = 0; E coli Lon inh = 1; bovine MsrA act = 1; Tb MetRS inh = -0.2

CCOC(=O)c1c(-c2cccc(N)c2)cn2ccccc12
  SKN-1 block = 0; MT1-MMP act inh = -2; CendR NRP1 mod = 4; PABP1 MLLE inh = -7; MsrA inhibitor = 0.7; FAS TE block = -4; E coli Lon inh = -2; bovine MsrA act = -8; Tb MetRS inh = -0.6

Going on with the list:
SMILES | SKN-1 block | MT1-MMP act inh | CendR NRP1 mod | PABP1 MLLE inh | MsrA inhibitor | FAS TE block | E coli Lon inh | bovine MsrA act | Tb MetRS inh
COc1ccc(S(=O)(=O)N2CCN=C2SCc2cccc(C)c2)cc1 | 1 | -2 | 3 | -12 | -0.9 | 29 | 1 | 1 | -0.1
Cc1ccc(NC(=O)c2ccccc2F)c(NC(=O)c2ccccc2F)c1 | -1 | 2 | -7 | 2 | -0.9 | 0 | 8 | -4 | -0.6
Cc1ccc(NC(=S)N2CCN(c3ccccc3F)CC2)c(C)c1 | 3 | 0 | 14 | -98 | -0.3 | 14 | 3 | -1 | 0.1
Clc1ccccc1-c1nnc(CNC2CC2)o1 | 1 | -2 | -2 | 13 | -0.4 | -7 | -3 | 1 | -0.1
COc1ccc(NC(=O)c2nc[nH]c2C(=O)N2CCN(c3ccccc3)CC2)cc1 | 18 | -1 | 14 | -11 | 0.0 | -2 | -3 | -2 | -0.3
COc1ccccc1-n1cnnc1SCC(=O)Nc1ncc(Cl)cc1Cl | 3 | -13 | 2 | -12 | 1.2 | -6 | -6 | -2 | 0.2
CC(=O)NC(c1ccccc1)c1nc(-c2ccc3ccccc3c2)cs1 (stereo unspecified) | 0 | 4 | 1 | -2 | -0.7 | 22 | -2 | -3 | -0.1
COc1ccc(C2(c3ccc(OC)cc3)NC(=O)N(CC(=O)Nc3ccccc3C(F)(F)F)C2=O)cc1 | 17 | 2 | 3 | -20 | -0.9 | 10 | 11 | -1 | 0.1
COc1ccc(N2C(=O)CC(NNc3ncc(Cl)cc3Cl)C2=O)cc1 (stereo unspecified) | -4 | -9 | -6 | -3 | 2.5 | -3 | -18 | -4 | -0.5
COc1ccccc1Nc1c2ccccc2nc2ccccc12 | 4 | -6 | 7 | -8 | 1.1 | 2 | -4 | -2 | -0.6
CCOC(=O)c1cc(CO)cc(C(=O)OCC)c1 | -7 | 2 | 8 | 0 | 0.5 | -2 | -1 | -5 | -0.3
CC(=O)c1sc2nc(CSc3nnnn3-c3ccccc3)[nH]c(=O)c2c1C | -4 | -90 | -164 | -135 | 2.4 | 4 | -94 | -5 | -0.2
CC(=O)Nc1ccc(C(=O)CN2C(=O)CSC2=O)cc1 | -10 | 0 | -15 | -13 | -0.5 | -8 | -10 | -4 | 0.3
COc1ccc(CC(=O)N2CC3(C)CC2CC(C)(C)C3)cc1OC (stereo unspecified) | 1 | 3 | 2 | 8 | -0.3 | -8 | 4 | -4 | -0.2
CCc1nc2ccccc2n1CC(=O)N1CCN(Cc2ccccc2)CC1 | -3 | 1 | 6 | 3 | -0.5 | -6 | 0 | -2 | 0.6
CNC(=S)N1CCN(c2ccc([N+](=O)[O-])cc2)CC1 | 13 | 4 | -4 | -125 | 1.3 | 0 | 0 | -7 | 1.1
O=c1c(-c2ccccc2)coc2c(CN3CCCCC3)c(O)ccc12 | 1 | 2 | 14 | 8 | 2.9 | -5 | -22 | 0 | 0.1
Cc1cc(/C=N\NC(=O)c2cccs2)c(C)n1-c1ccc2ncccc2c1 | 29 | -6 | -7 | 11 | 2.4 | 5 | 2 | -6 | -0.7
CCOc1ccc(/C=N/NC(=O)c2[nH]c3ccc(C)cc3c2C)cc1 | -8 | -6 | 7 | -11 | 1.9 | 14 | 3 | -2 | -0.5
O=C(O)c1cccc(S(=O)(=O)Nc2ccc(O)c(Sc3nc4ccccc4s3)c2)c1 | 3 | 1 | -17 | 6 | 0.3 | -4 | 2 | -7 | -0.2
CCOC(=O)c1c(C)[nH]c(C(=O)COC(=O)CN2C(=O)C3CCCCC3C2=O)c1C (stereo unspecified) | -3 | 3 | -7 | 6 | 0.0 | -4 | 12 | -6 | -0.5
CCc1ccc(NC(=S)NC2CC3CCCC(C2)N3Cc2cccs2)cc1 (stereo unspecified) | 13 | 4 | -6 | -37 | -0.4 | 9 | -2 | -1 | -0.3
Cc1ccc(C(=O)CCc2ccc(N)cc2)cc1 | 1 | 1 | 3 | -2 | -0.2 | 0 | 3 | 1 | -0.5
COC(=O)c1ccc(S(N)(=O)=O)o1 | 4 | 5 | 3 | -8 | 0.9 | -10 | -8 | -5 | -0.7
COCCSc1ccccc1C(=O)N1CCOCC1 | -8 | 3 | 6 | 31 | 2.8 | -3 | -15 | -4 | -2.8
Cc1c(NC(=O)c2cc(-c3cccs3)nc3ccccc23)c(=O)n(-c2ccccc2)n1C | 6 | -9 | -2 | -4 | 3.7 | -1 | 5 | -5 | -0.8
Cc1ccc(OCC(O)Cn2c(NCCc3ccccc3)nc3c2c(=O)[nH]c(=O)n3C)cc1 (stereo unspecified) | -2 | -6 | 2 | 10 | -0.6 | -3 | -10 | -3 | -1.0
Cc1ccc(C)c(N2CCN(C(=O)Cc3c(C(=O)O)[nH]c4ccc(Cl)cc34)CC2)c1 | 0 | 17 | 7 | 5 | 0.6 | 26 | -1 | -1 | 1.4
COc1ccccc1N1CCN(CC(O)COCc2cccs2)CC1 (stereo unspecified) | 10 | 4 | 6 | 9 | 1.0 | -5 | 3 | -3 | -0.4
CCC(=O)N1CCc2cc(S(=O)(=O)NCCC(=O)NCc3ccc(F)cc3)ccc21 | 0 | 2 | -6 | -4 | -0.7 | -4 | 3 | -3 | 0.4
CC(=O)c1c(C)[nH]c(C(=O)NCc2ccc(F)cc2)c1C | 0 | 4 | 8 | -16 | 0.4 | -6 | -4 | -8 | -0.1
CCOc1ccc(NC(=O)CN2C(=O)/C(=C3\SC(=S)N(C4CCS(=O)(=O)C4)C3=O)c3ccccc32)cc1 (stereo unspecified) | 2 | -7 | 2 | 14 | -0.3 | -5 | -1 | -8 | -0.9
CCOC(=O)N1CCN(S(=O)(=O)N2CCCC(C(=O)NCc3cc(OC)ccc3OC)C2)CC1 (stereo unspecified) | 17 | 2 | 12 | 1 | -0.8 | -6 | -5 | -3 | 0.0
CC(=O)c1cnc2nc(C)nn2c1C | -5 | 0 | -8 | -1 | 0.3 | -7 | -1 | -3 | 0.0
COc1cccc(-c2cn3nc4c(nc3n2)CCCC4)c1 | 10 | -10 | -79 | -34 | . | -13 | -9 | 1 | -0.2
Nc1nc2ccccc2cc1C(=O)NCCCCc1ccccc1 | 18 | 13 | 8 | . | . | 1 | -2 | -2 | 3.1
CCN(CC(=O)NCc1ccc(F)cc1)C(=O)CCNS(=O)(=O)c1cccc(C)c1 | 13 | 5 | 17 | 12 | -0.8 | -2 | -1 | -3 | -0.3
CCCCNC(=O)C1(C)CCN1C(=O)c1sccc1C (stereo unspecified) | 7 | 7 | -35 | -11 | 0.5 | -9 | 2 | -7 | -0.4
COc1ccc(OC)c(/C=N/Nc2nncn2/N=C/c2cc(OC)ccc2OC)c1 | 7 | -5 | 0 | 8 | 4.3 | 3 | -5 | 3 | 0.3
CC(C(=O)Nc1ccon1)N1C(=O)c2ccccc2S1(=O)=O (stereo unspecified) | 14 | 0 | -15 | 6 | -1.5 | -2 | -9 | -2 | -0.3
CC(C)OC(=O)CN1C(=O)c2ccccc2C1=O | 5 | 4 | 12 | 8 | 0.5 | -2 | -3 | 0 | 0.7
CCn1cc(/C=N\NC(=O)c2ccccc2Cl)cn1 | 8 | -1 | 10 | 10 | 0.7 | -7 | 0 | -4 | -0.2
COc1cc(/C=C2\N=C(c3ccccc3)NNC2=O)cc(OC)c1OC | 5 | 4 | 14 | 6 | -0.3 | 1 | -2 | -5 | 3.5
CN(C(=O)c1ccc(NC(=O)C2CC=CCC2C(=O)O)cc1)c1ccccc1 (stereo unspecified) | -20 | -1 | 2 | 6 | -0.2 | -7 | 6 | -3 | -0.5
